IEC-6 tox: cytotoxicity in IEC-6 intestinal epithelial cells, primary screen, cytotoxicity control for KLF5 inhibitor project, cell-based, luminescence | inhibition, % at 5 µM | 0.78% of 290,000 active | IEC-6 cytotoxicity, luminescence viability; in the data active means inhibition above about 22%;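 further: 0% = plate median of test compound wells and 100% = cytotoxic reference compound wells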
HSF1 inhib: HSF1 inhibitors in luciferase reporter cells, primary screen, cell-based, NIH3T3, luminescence | 0.77% of 300,000 active | activity change, negative = inhibition, % at 7.5 µM (by protocol) | NIH3T3-HGL HSE-luciferase, MG132-induced, luminescence 8 h; hits give low values;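 active means more than half of replicate wells show activity change below -50%, luminescence cut by over half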;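 further: luciferase reports HSF-1 transcriptional activity via heat shock element; 0% = median of DMSO wells and -100% = zero luminescence signal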
HSF1 activator: HSF-1 activators, primary screen, NIH3T3-HGL cells, MG132 stress, luminescence, single point; NIH3T3-HGL HSF-1 luciferase reporter, 8 h; 100% = twice DMSO control signal; activation, % at 9 µM; 1.7% of 300,000 active;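 active means mean replicate activation of at least 50% with a set share of replicates each reaching 50%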;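 further: 0% = median of the neutral control wells and 100% = twice that signal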
KLF5 inh: KLF5 expression inhibitors, primary screen, DLD-1 cells, luminescence. inhibition, % at 5 µM. 0.23% of 290,000 active. DLD-1 KLF5 promoter-luciferase reporter;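 active means inhibition above a per-plate limit of that plate's mean compound inhibition plus 3 SD, cut at about 60% in these data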;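 further: 0% = DMSO wells and 100% = LY294002 at 200 µM; higher means less KLF5 promoter-driven luciferase light; inactives centre near -14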
HSP90 inh: HSP90 inhibitors, primary screen, cell lysate, luminescence | Heat shock protein HSP 90 (rabbit reticulocyte lysate; luciferase refolding) | 0.91% of 290,000 active | inhibition, % at 5.6 µM | AID 1789, 2009 | Rabbit reticulocyte lysate, luciferase refolding luminescence, 3 h;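 active means inhibition above the screen-wide mean plus 3 SD, computed separately per campaign, cut at about 16% in these data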;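 further: 0% = DMSO wells and 100% = 60 µM geldanamycin wells; inhibitors lower the luminescence because luciferase stays unfolded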
Dyrk1A ADPGlo: rat Dyrk1A kinase inhibitors, primary screen, biochemical, single point, plate reader | Dual specificity tyrosine-phosphorylation-regulated kinase 1A (Rattus norvegicus), Q63470 | ADP-Glo luminescence, NFATc1 peptide | 0.43% of 310,000 active | inhibition, % at 12.5 µM; in the data active means inhibition above about 50%;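 further: plate controls were vehicle with enzyme for no effect and no enzyme for full effect; many of its hits are not listed in these tables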
aSyn 5UTR inh: MLPCN primary screen, SNCA 5' untranslated region. 0.82% of 300,000 active. AID 1813, 2009. alpha-synuclein 5'UTR reporter, inhibitor activity. inhibition, % (tested at 7.5 µM); in the data active means inhibition above about 60%;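 further: H4 neuroglioblastoma cells stably carrying SNCA 5'UTR luciferase fusion; 0% = DMSO wells and 100% = positive control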
GSK3beta inhib: human GSK3beta kinase inhibitors, primary screen, biochemical, cell-free homogeneous, HTS. activity score (negative = inhibition), % at 10 µM. 0.038% of 300,000 active. GST-GSK3beta kinase, ADP-Glo luminescence, 60 min; hits give low values. Glycogen synthase kinase-3 beta (Homo sapiens), P49841;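 active means more than half of replicate wells score below -50%, meaning over 50% inhibition versus plate controls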;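 further: 0% = median DMSO wells and -100% = median GW8510 positive control wells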
Target sequence (P49841 whole entry, looked up): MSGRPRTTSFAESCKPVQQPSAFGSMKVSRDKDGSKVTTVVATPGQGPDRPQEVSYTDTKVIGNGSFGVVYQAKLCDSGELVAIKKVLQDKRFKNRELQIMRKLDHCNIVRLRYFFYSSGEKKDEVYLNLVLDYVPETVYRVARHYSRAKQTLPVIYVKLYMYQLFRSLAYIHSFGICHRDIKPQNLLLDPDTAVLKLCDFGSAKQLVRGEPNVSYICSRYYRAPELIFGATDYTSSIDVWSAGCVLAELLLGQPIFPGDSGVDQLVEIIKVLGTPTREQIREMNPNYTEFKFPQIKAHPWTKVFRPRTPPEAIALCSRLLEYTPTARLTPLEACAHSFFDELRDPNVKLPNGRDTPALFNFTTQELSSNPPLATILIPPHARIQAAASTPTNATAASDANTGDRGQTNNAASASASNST
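Test system: GST-tagged human GSK3beta kinase, cell-free; evaluation: activity score scaled between in-plate DMSO and GW8510 controls; measured by: ADP-Glo luminescence; incubation: 60 min reaction, RT; benchmarks: DMSO and 20 µM GW8510; reagent: peptide substrate plus 25 µM ATP (final); medium: Tris/MgCl2 kinase buffer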
Platelet DG rel: inhibitors of platelet dense granule secretion, primary screen, cell-based, MLPCN, human platelets | human platelet-rich plasma, SFLLRN dense granule ATP release, luminescence | inhibition, %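 (compounds screened at 7.5 µM in platelet-rich plasma)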 | 0.22% of 300,000 active;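 active means mean replicate score, as percent of positive control, at or above 50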
GSK3 alpha inh: blockers of GSK3A enzyme activity – biochemical, luminescence, cell-free homogeneous, HTS, primary screen; Glycogen synthase kinase-3 alpha (Homo sapiens), P49840; GSK-3 alpha kinase, ADP-Glo luminescence, 60 min; inhibition, % at 10 µM; 0.1% of 320,000 active;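 in the data active means inhibition above about 50%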;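 further: GST-tagged GSK-3 alpha with peptide substrate and 25 µM ATP; 0% = DMSO neutral wells and 100% = GW8510 positive control wells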
Target sequence (P49840 whole entry, looked up): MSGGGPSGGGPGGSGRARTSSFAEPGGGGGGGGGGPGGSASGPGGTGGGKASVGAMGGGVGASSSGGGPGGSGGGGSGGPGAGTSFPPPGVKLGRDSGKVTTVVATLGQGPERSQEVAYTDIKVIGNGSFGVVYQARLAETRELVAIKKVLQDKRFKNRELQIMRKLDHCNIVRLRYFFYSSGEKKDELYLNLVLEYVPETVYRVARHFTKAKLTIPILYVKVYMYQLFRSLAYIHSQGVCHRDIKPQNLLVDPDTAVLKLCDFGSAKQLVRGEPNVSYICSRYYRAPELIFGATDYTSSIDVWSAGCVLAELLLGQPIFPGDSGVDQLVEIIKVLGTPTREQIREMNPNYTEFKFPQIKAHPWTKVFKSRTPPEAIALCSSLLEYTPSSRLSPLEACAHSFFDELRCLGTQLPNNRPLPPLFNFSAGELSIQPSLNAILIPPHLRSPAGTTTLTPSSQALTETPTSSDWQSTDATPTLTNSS
Active calls of the source: *; · = not tested or not shown.

Second line of a record: HSF1 inhib | Dyrk1A ADPGlo | IEC-6 tox | KLF5 inh | GSK3beta inhib | HSF1 activator | aSyn 5UTR inh | Platelet DG rel | GSK3 alpha inh | HSP90 inh
#1 Cc1cccc(C)c1NC(=S)Nc1ccc(F)cc1
  -0.3 | -0.4 | -1.0 | -20.9 | -4.2 | 10.9 | -19.9 | 1.9 | -0.4 | -3.9
#2 Cc1cc(NC(=O)c2sccc2C)n(-c2cccc(Cl)c2)n1
  -1.7 | 1.6 | 2.6 | -22.8 | -3.2 | 31.7 | 13.7 | 10.1 | 0.4 | 2.4
#3 CNC(=O)/C(=N\O)c1ccccc1
  -1.1 | · | -1.7 | 0.0 | 1.0 | -5.7 | -1.5 | -0.4 | · | -0.8
#4 CC1(CCc2ccccc2)NC(=O)N(CC(=O)N2CCCCCC2)C1=O (stereo not drawn)
  -2.3 | -4.2 | · | · | 0.7 | 1.8 | -6.3 | 9.5 | -1.5 | ·
#5 CCOc1ccc(Nc2cc(=O)[nH]c(=O)[nH]2)cc1
  -13.1 | -1.6 | -5.8 | -5.3 | 2.7 | -15.6 | 7.4 | 0.4 | -2.1 | -3.4
#6 O=C(CCNc1cccc(F)c1)c1cccc([N+](=O)[O-])c1
  13.1 | · | 0.4 | -7.6 | -2.3 | 9.2 | -16.8 | -8.3 | · | -1.2
#7 COc1ccccc1N1CCN(CCCn2c(=S)[nH]c3ccccc3c2=O)CC1
  -3.0 | 0.0 | 7.7 | -23.9 | 1.7 | -18.6 | -1.7 | 0.2 | 0.0 | -0.1
#8 O=c1[nH]c(CN2CCN(Cc3ccc4c(c3)OCO4)CC2)nc2ccccc12
  -1.6 | -13.6 | 2.7 | -30.8 | 0.0 | 4.7 | -1.2 | 2.5 | -0.3 | 2.6
#9 COCC(=O)N1CCC(Oc2ccc(C(=O)NCc3csc(C(C)C)n3)cc2)CC1
  10.5 | -5.1 | -8.2 | -23.8 | 2.2 | 22.2 | 16.2 | -6.0 | 0.3 | -2.7
#10 OCCN1CCN(CCCc2c3c(cc4c2CCC4)CCC3)CC1
  4.6 | -7.3 | -8.2 | -6.8 | -5.6 | 37.0 | 5.2 | 0.6 | -0.9 | -3.2
#11 CCOC(=O)c1c(C)n(C)c2ccc(OCC(O)Cn3nc(C)cc3C)cc12 (stereo not drawn)
  6.4 | 5.1 | -1.8 | -5.5 | 0.4 | 8.1 | 24.5 | -0.1 | -1.5 | 0.3
#12 O=C(NC(=S)Nc1cc(-c2nc3ccccc3[nH]2)ccc1Cl)c1ccc2c(c1)OCO2
  -23.1 | -5.8 | 0.7 | -81.3 | 2.9 | -15.4 | -48.6 | 12.4 | -3.1 | -4.4
#13 CC(C)(C)CC(C)(C)NCC(O)COc1ccc2c(c1)CCC2 (stereo not drawn)
  8.0 | -0.9 | 3.7 | -3.4 | -1.2 | 17.3 | -3.2 | 4.5 | 4.3 | 1.8
#14 COc1cccc(NC(=O)C(=O)NCCc2ccc(F)cc2)c1
  12.6 | · | 4.8 | -21.4 | 1.5 | -0.8 | -109.2 | 9.4 | 0.6 | 2.7
#15 CCN(CCCNC(=O)C1c2ccccc2C(=O)N(CCOC)C1c1ccc(F)cc1)Cc1ccccc1 (stereo not drawn)
  5.4 | 3.1 | 9.3 | -17.2 | 3.6 | 6.7 | -23.2 | 9.5 | 2.8 | -1.0

An excerpt of these results, tab-delimited.
no.	SMILES	HSF1 inhib	Dyrk1A ADPGlo	IEC-6 tox	KLF5 inh	GSK3beta inhib	HSF1 activator	aSyn 5UTR inh	Platelet DG rel	GSK3 alpha inh	HSP90 inh
1	Cc1cccc(C)c1NC(=S)Nc1ccc(F)cc1	-0.3	-0.4	-1.0	-20.9	-4.2	10.9	-19.9	1.9	-0.4	-3.9
2	Cc1cc(NC(=O)c2sccc2C)n(-c2cccc(Cl)c2)n1	-1.7	1.6	2.6	-22.8	-3.2	31.7	13.7	10.1	0.4	2.4
3	CNC(=O)/C(=N\O)c1ccccc1	-1.1	·	-1.7	0.0	1.0	-5.7	-1.5	-0.4	·	-0.8
4	CC1(CCc2ccccc2)NC(=O)N(CC(=O)N2CCCCCC2)C1=O (stereo not drawn)	-2.3	-4.2	·	·	0.7	1.8	-6.3	9.5	-1.5	·
5	CCOc1ccc(Nc2cc(=O)[nH]c(=O)[nH]2)cc1	-13.1	-1.6	-5.8	-5.3	2.7	-15.6	7.4	0.4	-2.1	-3.4
6	O=C(CCNc1cccc(F)c1)c1cccc([N+](=O)[O-])c1	13.1	·	0.4	-7.6	-2.3	9.2	-16.8	-8.3	·	-1.2
7	COc1ccccc1N1CCN(CCCn2c(=S)[nH]c3ccccc3c2=O)CC1	-3.0	0.0	7.7	-23.9	1.7	-18.6	-1.7	0.2	0.0	-0.1
8	O=c1[nH]c(CN2CCN(Cc3ccc4c(c3)OCO4)CC2)nc2ccccc12	-1.6	-13.6	2.7	-30.8	0.0	4.7	-1.2	2.5	-0.3	2.6

(continued)
Second line of a record: HSF1 inhib | Dyrk1A ADPGlo | IEC-6 tox | KLF5 inh | GSK3beta inhib | HSF1 activator | aSyn 5UTR inh | Platelet DG rel | GSK3 alpha inh | HSP90 inh
#16 Cc1ccc(CCNC(=O)c2cccc(NC3=NC4CS(=O)(=O)CC4S3)c2)cc1 (stereo not drawn)
  -6.4 | 0.0 | 0.0 | -21.3 | -1.3 | -21.1 | 1.0 | -1.5 | 1.2 | 0.0
#17 Cc1cc(NC(=O)CSc2nccn2-c2ccc(Cl)cc2)no1
  1.5 | -0.2 | -1.0 | 7.2 | 0.4 | 11.0 | -2.7 | 2.5 | -2.8 | 0.7
#18 COc1cc2c(cc1OC)-c1c(OC)c(OC)cc3ccnc(c13)C2=O
  -6.9 | 5.0 | 28.6* | 20.7 | -11.3 | -15.6 | 110.2* | 2.0 | 27.0 | 2.1
#19 COc1ccccc1-c1cc(C(F)(F)F)c(C#N)c(=O)[nH]1
  -2.7 | 3.6 | 3.4 | -23.7 | 2.3 | 4.4 | 16.9 | -3.3 | -3.7 | 0.9
#20 COCCCNC(=O)c1ccc(OC)c(OC2CCN(C(C)C)CC2)c1
  -5.0 | 3.6 | 2.7 | -17.2 | 0.3 | 24.3 | 3.1 | -2.5 | -0.5 | -1.7
#21 Cc1ccc2c(c1)N(C(=O)CCC(=O)NCCCN1CCOCC1)CC(C)O2 (stereo not drawn)
  -4.0 | -1.6 | -9.2 | -11.8 | 3.1 | 3.5 | -2.5 | 12.3 | -0.2 | -2.6
#22 Cn1cnnc1SCC(=O)Nc1cc(S(=O)(=O)N2CCCCC2)ccc1Cl
  -6.5 | 0.6 | 4.5 | -13.0 | 3.1 | -12.7 | 17.3 | -0.4 | 0.6 | 1.1
#23 Cc1ccc(S(=O)(=O)N2CCN(C(=O)CC(C)(C)C)CC2)cc1
  -3.2 | 3.1 | -3.2 | -32.9 | -1.3 | 19.1 | -5.1 | -3.3 | -3.7 | 1.6
#24 Cc1ccc(C(=O)Nc2cccc(C(=O)N/N=C/c3ccccc3F)c2)cc1
  -12.2 | 4.8 | 6.0 | -85.9 | -1.7 | -15.2 | 8.5 | 15.1 | 0.1 | 18.8*
#25 Cc1ccc(C(=O)NC(Cc2c[nH]c3ccccc23)C(=O)O)cc1 (stereo not drawn)
  14.5 | 3.6 | 3.2 | -13.7 | 1.9 | 30.3 | -23.6 | 7.2 | -1.5 | 1.2
#26 CCCN1C(=O)SC(CC(=O)Nc2ccccc2)C1=O (stereo not drawn)
  -10.9 | 5.5 | 4.8 | -4.2 | 3.1 | -2.4 | -3.7 | -3.1 | -0.9 | 0.5
#27 COc1ccccc1N(C)S(=O)(=O)c1ccc(C(=O)OCC(=O)Nc2cc(C)on2)cc1
  -12.6 | -0.9 | -4.2 | -21.6 | -6.3 | -4.5 | -4.1 | -1.6 | 1.1 | -1.6
#28 COc1cc(NC(=O)c2cnc(N)o2)cc(C(=O)Nc2cccc(C(F)(F)F)c2)c1
  -0.8 | 7.1 | · | · | 4.0 | -5.9 | -31.4 | 1.5 | -2.6 | ·
#29 NNc1nc2c(Cl)c(Cl)ccc2s1
  13.4 | 4.0 | -0.3 | -18.6 | 1.6 | -14.5 | -49.9 | -20.7 | · | -1.3
#30 Oc1c(Cl)cc(Cl)cc1CNc1ccccn1
  14.7 | 1.2 | 1.1 | -49.1 | -1.0 | 33.1 | 11.2 | 5.6 | · | 4.3
#31 Cc1ccsc1C(=O)OCC(=O)Nc1nnc(-c2ccccc2)o1
  -31.9 | 2.1 | · | · | · | -47.5 | 3.0 | -28.8 | -3.7 | ·
#32 CC1CN(Cc2ccccc2Cl)CC(C)O1 (stereo not drawn)
  -4.6 | -5.4 | -0.5 | -24.7 | 3.1 | 10.7 | 17.5 | -3.0 | -1.5 | 1.6
#33 NC(=O)CC(NC(=O)c1cccc(Br)c1)c1ccc(N2CCC(Br)CC2)c([N+](=O)[O-])c1 (stereo not drawn)
  -3.9 | 21.2 | -7.7 | 16.0 | -3.7 | 3.8 | 32.1 | -1.1 | -3.2 | 0.4

Not all compounds are listed; rates above refer to the full screens.
